NCOA2 inhibitor: inhibits human steroid receptor coactivator 2 | inhibition, % at 9 µM | hit rate 0.17% among 370,000 | Q15596 | HEK293 GAL4-SRC2 luciferase reporter, luminescence;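 active = inhibition above the mean inhibition of all tested compounds plus 3 SD, set per campaign, cut at about 52% in these data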;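 note: 0% = DMSO treated cells and 100% = cells given Gossypol at 36 µM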
N-glyco inh: blocks N-linked glycosylation in D54 reporter cells; D54 ERlucT glycosylation luciferase reporter, 24 h; percent of 100 nM tunicamycin response; reporter increase, % at 12.5 µM; hit rate 0.23% among 360,000; AID 588692;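 active = mean luciferase reporter signal, scaled so untreated is 0 and the glycosylation-blocking control 100, at or above a set limit in every replicate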;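 note: luciferase carries N-glycosylation sites so blocking glycosylation raises the light; 0% = median of neutral control wells and 100% = median of 100 nM tunicamycin wells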
Cardio protect: protects H9c2 cardiomyocytes from peroxide injury; hit rate 0.63% among 360,000; AID 588492; protection from H2O2 cell death, % at 20 µM; H2O2 injury protection, ATPLite, 2 h;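 active = compounds giving at least 50% protection of heart cells from peroxide-induced death in the single-dose screen, raw or plate-pattern-corrected value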;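 note: 0% = DMSO wells with peroxide and 100% = DMSO wells without peroxide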
ABHD5-PLIN5 inh: blocks binding of human ABHD5 to perilipin-5; Q00G26+Q8WTS1; Split G. princeps luciferase complementation, luminescence, 4 h; inhibition, % at 4 µM; hit rate 0.78% among 360,000;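 active = inhibition above the mean inhibition across every tested compound plus 3 SD, cut at about 22% in these data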;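 note: 0% = DMSO only wells and the 100% control is not disclosed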
NOD2 RIPK2 PPI: NOD2-RIPK2 protein interaction inhibition | CHO BLA complementation NOD2-RIPK2, CCF4 ratio | O43353 | hit rate 0.38% among 360,000 | inhibition, % at 4.98 µM | AID 624267; in the data active = inhibition above about 21%;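 note: 0% = vehicle only and 100% = reference blocker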
Target sequence (O43353 whole entry, looked up): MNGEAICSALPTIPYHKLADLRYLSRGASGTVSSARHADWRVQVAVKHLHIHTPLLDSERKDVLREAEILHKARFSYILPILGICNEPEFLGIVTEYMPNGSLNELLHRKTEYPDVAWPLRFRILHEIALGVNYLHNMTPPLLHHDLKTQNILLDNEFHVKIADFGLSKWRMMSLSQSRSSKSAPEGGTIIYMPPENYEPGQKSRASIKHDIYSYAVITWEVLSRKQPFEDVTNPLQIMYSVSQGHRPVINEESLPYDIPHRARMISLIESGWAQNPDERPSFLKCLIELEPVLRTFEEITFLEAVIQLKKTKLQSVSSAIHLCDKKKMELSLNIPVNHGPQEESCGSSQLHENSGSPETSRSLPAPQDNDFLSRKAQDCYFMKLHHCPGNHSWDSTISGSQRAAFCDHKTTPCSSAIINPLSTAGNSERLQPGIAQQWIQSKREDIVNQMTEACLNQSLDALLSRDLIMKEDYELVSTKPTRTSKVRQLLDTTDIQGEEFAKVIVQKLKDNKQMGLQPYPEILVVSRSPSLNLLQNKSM
MC4R antagonist: antagonists of human melanocortin 4 receptor (MC4R) | MC4R-expressing cells, MTII-stimulated cAMP, LANCE TR-FRET | P32245 | hit rate 0.48% among 360,000 | inhibition, % at 6.5 µM;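 active = inhibition above its plate's cutoff, the mean of tested wells on that plate plus 3 SD, cut at about 29% in these data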;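 note: 0% = Melanotan II alone and 100% = Melanotan II plus saturating MCL0020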
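Assay system: U2OS cells stably expressing human melanocortin 4 receptor (MC4R) / Dosing: 6.5 µM / Timing: compound 30 min, challenge 1 h, detection 1 h / Measured by: Eu-cAMP/anti-cAMP TR-FRET, emission 671 nm / Replicates: singlicate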
TLR9-MyD88 block: inhibitors of human TLR9-MyD88 binding | hit rate 0.21% among 340,000 | Q9NR96+Q99836 | inhibition, % at 4.98 µM | AID 504734 | CHO BLA complementation TLR9-MyD88, CCF4 FRET ratio;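 active = inhibition above the mean over all tested compounds plus 3 SD, cut at about 21% in these data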;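 note: 0% = DMSO only wells and 100% = clavulanate BLA inhibitor control wells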
m5-HT2A agonist: activates the mouse 5-HT2A serotonin receptor | P35363 | CHO-K1 mHTR2A beta-arrestin complementation, luminescence; percent of 30 µM serotonin response | activation, % at 7.6 µM | hit rate 0.66% among 360,000;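 active = activation above a run cutoff, the mean activation of all tested compounds plus 3 SD, cut at about 14% in these data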;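 note: 0% = plate median of compound wells and 100% = 30 µM serotonin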
Target sequence (P35363 whole entry, looked up): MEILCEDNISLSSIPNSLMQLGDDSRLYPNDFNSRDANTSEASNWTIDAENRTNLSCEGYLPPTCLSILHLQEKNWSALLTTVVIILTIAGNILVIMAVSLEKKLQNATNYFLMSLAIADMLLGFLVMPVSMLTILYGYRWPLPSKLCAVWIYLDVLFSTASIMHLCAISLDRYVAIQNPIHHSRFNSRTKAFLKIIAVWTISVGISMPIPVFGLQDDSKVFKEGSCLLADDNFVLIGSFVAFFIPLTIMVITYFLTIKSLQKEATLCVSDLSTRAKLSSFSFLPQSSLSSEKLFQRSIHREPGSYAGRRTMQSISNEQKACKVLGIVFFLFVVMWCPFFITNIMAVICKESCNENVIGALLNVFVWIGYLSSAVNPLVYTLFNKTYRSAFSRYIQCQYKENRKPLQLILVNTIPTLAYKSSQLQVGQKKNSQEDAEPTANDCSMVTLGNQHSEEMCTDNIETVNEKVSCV
ABCB6 inh 2: blocks the human ABCB6 transporter; hit rate 0.19% among 360,000; Q9NP58; K562-ABCB6 porphyrin accumulation, flow cytometry, 1 h; hits give low values; fluorescence ratio to DMSO, % at 10 µM;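 active = fluorescence ratio to DMSO below 75%, the collection mean minus 3 SD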;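 note: signal is porphyrin accumulated inside mitochondria; 100% equals median channel fluorescence of DMSO control wells; lower ratio means ABCB6 inhibition with less porphyrin fluorescence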
MC4R ag barr: agonists of human melanocortin 4 receptor (MC4R) beta-arrestin; activation, % at 8.9 µM; AID 540308; hit rate 0.98% among 360,000; U2OS MC4R beta-arrestin complementation, luminescence; percent of melanotan II response, DMSO zero; P32245;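 active = activation above a per-plate cutoff, the mean activation of sample wells on that plate plus 3 SD, cut at about 8% in these data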
The depositor's hits bear a star; . = no result given. The list is partial. The share of hits here may be higher or lower than overall.

no.	compound	NCOA2 inhibitor	N-glyco inh	Cardio protect	ABHD5-PLIN5 inh	NOD2 RIPK2 PPI
1	CCCCC(=O)Nc1ccc(C(=O)Nc2ccc(S(=O)(=O)N3CCCC3)cc2)cc1	-7	-5	7	9	-8
2	O=C1c2ccccc2C(=O)N1CCc1c(-c2ccccc2)[nH]c2ccccc12	-8	0	25	2	4
3	COc1cc(Cl)c(S(=O)(=O)N2CC(C)OC(C)C2)cc1Cl (stereo not given)	3	-1	-2	-3	-4
4	CCOC(=O)Cn1c(=O)oc2cc(S(=O)(=O)Nc3cc(OCC)ccc3OCC)ccc21	3	4	-9	10	-3
5	CCCCn1nnnc1C(c1cc2ccccc2o1)N1CCCN(C(=O)OC(C)(C)C)CC1 (stereo not given)	6	.	.	4	-2
6	COc1ccc(CN(CC2CCC(C(=O)O)CC2)C(=S)Nc2ccccc2C)cc1 (stereo not given)	13	-1	10	3	-13
7	C[n+]1ccn(CC(=O)c2cccs2)c1	8	4	-4	0	5
8	CN1CCN(C(=O)c2cc(C(C)(C)C)cc(C(C)(C)C)c2)CC1	-8	0	9	-3	-4
9	O=C1COc2ccc(S(=O)(=O)N3CCC(C(=O)NCc4ccc(F)cc4)CC3)cc2N1	-6	1	-2	-2	0
10	O=C(NCCc1cccc(C(F)(F)F)c1)C1CCC(=O)N(C2CC2)C1 (stereo not given)	-15	1	-1	12	-8

no.	MC4R antagonist	TLR9-MyD88 block	m5-HT2A agonist	ABCB6 inh 2	MC4R ag barr
1	8	-8	-4	102	0.2
2	7	-7	2	101	4.9
3	1	14	-2	96	-1.4
4	14	5	2	94	1.5
5	.	.	-7	95	.
6	1	-16	8	101	-2.3
7	2	-7	-6	102	-2.1
8	-2	1	-2	92	0.5
9	9	-7	1	110	-1.7
10	11	-1	12	104	-1.9

New compounds follow:
no.	compound	NCOA2 inhibitor	N-glyco inh	Cardio protect	ABHD5-PLIN5 inh	NOD2 RIPK2 PPI
11	CC(=O)NCCC(=O)Nc1nc(-c2c[nH]c3ccccc23)cs1	-29	3	-3	-25	4
12	Cc1cc(NC(=O)CSc2ccc3nnc(-c4ccc(F)cc4)n3n2)no1	-7	5	2	-17	4
13	O=C1NC(=S)N(C(=O)c2ccc(F)cc2)/C1=C/c1cccnc1	-3	-3	-5	-7	5
14	CC(Sc1cnc2ccccc2n1)C(=O)O (stereo not given)	8	0	-1	-2	-6
15	COC(=O)c1[nH]c2cccc(OC)c2c1NC(=O)CCN1CC(C)CC(C)C1 (stereo not given)	-12	-4	-11	-2	-4
16	CC(C)NC(=O)c1onc(CSc2ccccc2)c1C(=O)O	-8	0	-8	-1	-14
17	COc1cc(S(=O)(=O)N2CCC(C(N)=O)CC2)c(C)cc1C	-9	1	10	-1	-8
18	Cc1ccc(NC(=S)N(CCCN2CCN(C)CC2)Cc2cccs2)cc1C	-11	0	8	-1	-9
19	COc1ccccc1NC(=S)N1CCN(c2cccc(C)c2C)CC1	11	1	-16	-1	-3
20	COc1cc(C(=O)NCCN=C2NS(=O)(=O)c3ccccc32)cc(OC)c1OC	6	0	-3	-1	-3

no.	MC4R antagonist	TLR9-MyD88 block	m5-HT2A agonist	ABCB6 inh 2	MC4R ag barr
11	19	5	-5	106	0.7
12	1	-2	1	96	-0.3
13	2	.	-3	15*	-1.4
14	25	-4	1	100	-1.1
15	7	-2	1	102	-0.3
16	22	-6	1	101	0.3
17	6	-5	7	96	-1.5
18	10	-8	-6	101	3.5
19	13	6	-2	95	1.0
20	0	-8	5	96	0.3

Continuation:
no.	compound	NCOA2 inhibitor	N-glyco inh	Cardio protect	ABHD5-PLIN5 inh	NOD2 RIPK2 PPI
21	COc1ccc(C(C)=O)cc1COc1cccc2c1OC(C)(C)C2	3	2	9	-1	-11
22	CC(=O)Nc1ccc(C(=O)N/C(=C/c2ccccc2)C(=O)Nc2cccc(C(=O)O)c2)cc1	-14	1	-5	6	0
23	CC(C)Oc1ccc(C(=O)OC(C)C(=O)NC2CCCCC2C)cc1 (stereo not given)	15	0	-4	-1	-16
24	CN1CCN(c2nc(Nc3ccc(F)cc3)nc(Nc3ccc(F)cc3)n2)CC1	-20	4	2	15	7
25	Cc1cc(Br)cc(Br)c1OCC(=O)NNC(=O)Nc1ccccc1	7	-1	-7	-6	7
26	CCOC(=O)C1CCN(C(=O)Nc2ccc(NC(=O)C3CCN(C(=O)OCC)CC3)cc2)CC1	4	-1	1	6	-2
27	COc1ccc(NC2CCCN(C(=O)CCN3CCCO3)C2)cc1 (stereo not given)	-13	0	0	0	-5
28	COc1ccc(C(CC(=O)O)c2ccc3c(c2)OCO3)cc1 (stereo not given)	-8	0	2	-2	-3
29	Cc1nc(-c2ccncc2)sc1C(=O)Nc1ccc(Cl)cc1	3	5	1	-2	1
30	Cc1ccc(CNC(=O)C2CCCN(c3nc4ccccc4o3)C2)cc1 (stereo not given)	3	1	-6	-12	-3

no.	MC4R antagonist	TLR9-MyD88 block	m5-HT2A agonist	ABCB6 inh 2	MC4R ag barr
21	3	5	4	98	-1.1
22	0	-5	1	100	-1.3
23	-2	-2	3	103	3.8
24	-3	6	-5	98	0.3
25	17	7	0	103	3.4
26	7	7	3	103	1.0
27	14	-14	-1	100	-3.4
28	6	6	5	107	-1.6
29	12	3	-3	100	1.5
30	-2	4	5	82	-0.7

(more compounds)
no.	compound	NCOA2 inhibitor	N-glyco inh	Cardio protect	ABHD5-PLIN5 inh	NOD2 RIPK2 PPI
31	CCC(C)OC(=O)C(C)Oc1ccc(-c2ccccc2)cc1 (stereo not given)	18	2	-21	-7	-2
32	CCCn1c(O)c(CN2CCCC(C)C2)c(C)c(C#N)c1=O (stereo not given)	-6	2	1	-20	-13
33	CCN(CC)C(=O)c1cccc(NC(=O)c2cc(-c3ccccn3)nc3ccccc23)c1	-14	-1	17	-5	-6
34	CCOC(=O)C(C(=O)OCC)C(Nc1ccc(Br)cc1)c1ccccc1 (stereo not given)	27	7	-3	26*	-4
35	COc1cc(O)oc1C=Nc1ccccc1	1	1	3	3	-4
36	CC(NS(=O)(=O)c1cccc(C(=O)N(C)Cc2ccc(N3CCOCC3)cc2)c1)c1ccccc1 (stereo not given)	-12	1	-6	-10	-6
37	COc1cc(SC)ccc1C(=O)OC(C)C(=O)Nc1ccc(NC(C)=O)cc1 (stereo not given)	-31	3	7	-4	0
38	O=C1C(Cl)=C(N2CCN(Cc3ccccc3)CC2)C(=O)N1Cc1ccccc1	-1	-8	-18	-2	-1
39	CN1CCN(C(=O)CC2C(=O)NCCN2Cc2ccc(-c3ccccc3)cc2)CC1 (stereo not given)	18	-1	3	-4	5
40	COCCNC(=O)CN(c1ccccc1OC)S(C)(=O)=O	15	1	7	5	1

no.	MC4R antagonist	TLR9-MyD88 block	m5-HT2A agonist	ABCB6 inh 2	MC4R ag barr
31	0	-2	0	97	1.5
32	6	-7	2	96	-1.5
33	-2	-3	4	94	-0.5
34	11	-7	4	106	0.8
35	11	3	0	101	-0.2
36	2	-6	-6	99	0.4
37	8	6	0	99	0.2
38	4	2	0	92	-2.2
39	24	5	-6	97	-1.4
40	-3	-37	9	101	-0.5

5 neighbouring records from above, quoted:
no.	compound	NCOA2 inhibitor	N-glyco inh	Cardio protect	ABHD5-PLIN5 inh	NOD2 RIPK2 PPI
31	CCC(C)OC(=O)C(C)Oc1ccc(-c2ccccc2)cc1 (stereo not given)	18	2	-21	-7	-2
32	CCCn1c(O)c(CN2CCCC(C)C2)c(C)c(C#N)c1=O (stereo not given)	-6	2	1	-20	-13
33	CCN(CC)C(=O)c1cccc(NC(=O)c2cc(-c3ccccn3)nc3ccccc23)c1	-14	-1	17	-5	-6
34	CCOC(=O)C(C(=O)OCC)C(Nc1ccc(Br)cc1)c1ccccc1 (stereo not given)	27	7	-3	26*	-4
35	COc1cc(O)oc1C=Nc1ccccc1	1	1	3	3	-4

no.	MC4R antagonist	TLR9-MyD88 block	m5-HT2A agonist	ABCB6 inh 2	MC4R ag barr
31	0	-2	0	97	1.5
32	6	-7	2	96	-1.5
33	-2	-3	4	94	-0.5
34	11	-7	4	106	0.8
35	11	3	0	101	-0.2

(listing goes on)
no.	compound	NCOA2 inhibitor	N-glyco inh	Cardio protect	ABHD5-PLIN5 inh	NOD2 RIPK2 PPI
41	CC(c1ccco1)N(C(=O)c1ccc(C(F)(F)F)cc1)c1ccccn1 (stereo not given)	10	-3	-1	-5	4
42	Cc1cc(C(=O)OCC(=O)N(C)c2ccccc2)c2ccccc2n1	3	0	-1	7	-4
43	Cc1cccc(-c2ccc3c(c2)C2CC3CCN2C(=O)OCc2ccccc2)c1 (stereo not given)	-91	2	-24	-6	-3
44	COC(=O)c1c(C)[nH]c(O)c1C=Nc1ccc(Oc2ccccc2)cc1	0	-4	84*	-4	-12
45	Cc1nnsc1C(=O)NC1CCCCC1	-3	0	5	-3	-4
46	CCOc1ccc(NC(=O)CCC(=O)N/N=C/c2ccc([N+](=O)[O-])s2)cc1	1	5	-4	-6	-10
47	O=C(c1cc2ccccc2o1)N1CCN(S(=O)(=O)c2ccccc2)CC1	-15	-2	-2	11	-17
48	O=C1N2CCSC2=NC1(Nc1nccs1)C(F)(F)F (stereo not given)	0	1	4	-8	-11
49	CC(C)CC(=O)NNC(=S)NCc1ccco1	-15	0	-5	-3	-4
50	OCCNc1ncnc2c1ncn2[C@H]1CN(Cc2ccco2)C[C@@H](CO)O1	-15	3	-1	4	-3

no.	MC4R antagonist	TLR9-MyD88 block	m5-HT2A agonist	ABCB6 inh 2	MC4R ag barr
41	3	-17	-2	87	-1.5
42	0	4	-5	96	-2.1
43	6	-3	-8	97	-1.8
44	6	-4	0	114	-0.2
45	3	0	-1	101	0.8
46	1	9	2	104	0.9
47	8	-7	-14	96	1.6
48	1	0	-2	92	0.5
49	15	-5	-2	100	-3.8
50	-4	.	1	93	0.2

Remaining list, next part:
no.	compound	NCOA2 inhibitor	N-glyco inh	Cardio protect	ABHD5-PLIN5 inh	NOD2 RIPK2 PPI
51	CCc1c(O)nc(SCC(=O)NCc2ccco2)[nH]c1=O	-12	2	-2	1	-1
52	COc1ccccc1NC(=O)CS(=O)(=O)c1cn(CC(=O)N2CCCC2)c2ccccc12	3	0	1	1	-10
53	Cn1c(=O)c2ccccc2n2c(CCl)nnc12	7	0	-2	23*	-2
54	COc1cc(NC(=O)c2ccc(NC3=NC4CS(=O)(=O)CC4S3)cc2)cc(OC)c1OC (stereo not given)	15	1	7	-6	-2
55	COC(=O)CC1C(=O)NCCN1C(=S)Nc1cccc(C)c1 (stereo not given)	-5	2	-2	3	-2
56	CCOCCCNC(=O)CSc1nc2nc(C)c(Cc3ccccc3)c(C)n2n1	28	0	-1	-2	-2

no.	MC4R antagonist	TLR9-MyD88 block	m5-HT2A agonist	ABCB6 inh 2	MC4R ag barr
51	3	1	1	97	-1.8
52	5	-3	6	100	2.8
53	-1	-2	8	100	-0.9
54	13	-8	-4	96	1.7
55	13	-13	1	101	-1.7
56	-3	-2	-1	98	-1.2

Screening data: PubChem, several laboratories
